SENP7 block: inhibitors of human SENP7 protease. recombinant SENP7, Z-RLRGG-aminoluciferin luminescence, 40 min. inhibition, % at 5 µM. hit rate 1.5% among 330,000. Q9BQF6;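 active = inhibition above about 50% at the single test dose, limit read from the data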;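 note: plate controls were DMSO with enzyme for no effect and no enzyme buffer wells for full effect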
Target sequence (Q9BQF6 706-1050 limits assumed): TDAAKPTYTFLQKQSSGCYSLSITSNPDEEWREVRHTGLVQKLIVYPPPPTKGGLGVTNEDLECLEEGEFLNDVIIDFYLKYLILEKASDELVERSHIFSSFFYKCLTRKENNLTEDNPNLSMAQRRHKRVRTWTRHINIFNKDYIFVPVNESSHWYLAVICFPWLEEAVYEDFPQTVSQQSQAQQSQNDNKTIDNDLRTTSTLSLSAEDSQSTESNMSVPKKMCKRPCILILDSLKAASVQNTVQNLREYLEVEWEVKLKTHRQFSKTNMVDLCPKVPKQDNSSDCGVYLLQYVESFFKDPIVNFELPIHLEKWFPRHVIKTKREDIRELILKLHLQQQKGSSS
SENP6 inh: SENP6 protease inhibition; Q9GZR1; Recombinant SENP6 catalytic domain, aminoluciferin luminescence; inhibition, % at 10 µM; hit rate 1.8% among 330,000;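 active = inhibition above about 50% at the single tested dose, limit read from the data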;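 note: plate controls were DMSO wells with enzyme for no effect and DMSO wells lacking enzyme for full effect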
SENP1 FRET inh: SENP1 (human) catalytic domain inhibition | recombinant SENP1 catalytic domain, CyPet-SUMO1-YPet FRET cleavage | Q9P0U3 | hit rate 0.21% among 360,000 | inhibition, % at 10 µM;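 active = inhibition at least 30% at 10 µM, raw YFP signal under a set limit, fluorescence ratio 0.5 to 1.5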;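 note: 0% = enzyme with DMSO and 100% = no enzyme wells; some results filed as inactive read as strong as hits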
Target sequence (Q9P0U3 419-644 limits assumed): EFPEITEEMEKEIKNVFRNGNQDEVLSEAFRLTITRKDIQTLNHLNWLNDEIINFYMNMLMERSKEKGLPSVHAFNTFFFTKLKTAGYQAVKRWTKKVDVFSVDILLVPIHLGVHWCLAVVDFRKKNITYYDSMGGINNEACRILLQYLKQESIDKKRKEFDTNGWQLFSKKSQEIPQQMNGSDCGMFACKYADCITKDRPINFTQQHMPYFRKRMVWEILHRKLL
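Test system: recombinant human SENP1 catalytic domain, His6-tagged / Medium: pH 8 Tris buffer with EDTA, NaCl, BME, BSA, NP40, catalase / Also added: SUMO1 FRET substrate flanked by Cypet and Ypet, 25 nM / Times: 50 min reaction at room temperature / Signal: FRET, CFP and YFP emission / Control set: no-enzyme low control and enzyme-plus-DMSO high control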
SENP8 block-1: blocks human SENP8 cleavage of Nedd8 substrate. Q96LD8. recombinant SENP8, Nedd8 substrate fluorescence. inhibition, % at 20 µM. hit rate 0.64% among 360,000. AID 602440; in the data active = inhibition mostly above about 40%, no sharp cut-off; inactive = mostly below about 27%
Target sequence (Q96LD8 whole entry, looked up): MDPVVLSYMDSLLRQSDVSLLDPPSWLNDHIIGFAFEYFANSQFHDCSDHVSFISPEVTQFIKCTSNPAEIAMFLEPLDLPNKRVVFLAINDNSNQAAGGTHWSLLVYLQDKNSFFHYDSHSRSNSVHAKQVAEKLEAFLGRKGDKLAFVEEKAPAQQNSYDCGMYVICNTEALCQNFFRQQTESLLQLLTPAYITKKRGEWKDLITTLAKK
NLRP3 yeast inh: NALP3 inhibition in yeast. Yeast reconstituted NLRP3/ASC/caspase-1, beta-gal luminescence, 24 h. inhibition, % at 10 µM. hit rate 0.39% among 330,000;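 active = inhibition of 50% or more; inactive = inhibition below 50%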;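 note: plate controls were induced DMSO wells for no effect and uninduced yeast grown without galactose for full effect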
Apaf-1 inh: inhibitors of human Apaf-1 apoptosome. O14727. reconstituted apoptosome caspase-3 activity, DEVD-Rh110 fluorescence. inhibition, % at 20 µM. hit rate 0.71% among 330,000; active = inhibition of at least 40% at 20 µM;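 note: plate controls were DMSO wells for no effect and DEVD-CHO caspase inhibitor wells for full effect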
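Material: reconstituted apoptosome with Apaf-1, cytochrome c, caspase-9, procaspase-3, dATP. Technique: Rh110 fluorescence intensity. Buffer or medium: pH 7.5 Hepes buffer with CHAPS, BSA, DTT. Times: 30 min plus 50 min, RT.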
SENP8 block-2: inhibitors of human SENP8 protease; purified SENP8, Z-RLRGG-aminoluciferin cleavage, luminescence; inhibition, % at 10 µM; hit rate 1.2% among 330,000; AID 2540; in the data active = inhibition above about 50%
HKDC1 inhibitor: inhibitors of human hexokinase HKDC1 | Q2TB90 | recombinant HKDC1, G6PDH/diaphorase resazurin coupled fluorescence | inhibition, % at 20 µM | hit rate 0.16% among 340,000 | AID 493160;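 active = inhibition above about 35% when tested at 20 µM, limit read from the data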;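 note: plate controls were DMSO wells with enzyme for no effect and DMSO wells lacking enzyme for full effect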
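Test system: recombinant HKDC1 (HK5) hexokinase enzyme, produced in-house; Amount: enzyme 5 µg/mL final; Buffer or medium: Tris pH 8.0 buffer with MgCl2, Tween-20, BSA, BME; Reagent: glucose and ATP substrates; Doses: 20 µM test compound, 1% DMSO; Incubation: 90 min reaction incubation at room temperature, dark; Detection: resorufin fluorescence at 613 nm.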
PfGluPho inh: PfG6PD (Plasmodium falciparum) enzyme inhibition; hit rate 0.78% among 350,000; PfGluPho enzyme, NADPH resazurin-diaphorase fluorescence; AID 504690; inhibition, % at 20 µM;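 active = inhibition reaching at least a set limit at 20 µM in the primary screen, cut at about 59% in these data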;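 note: 0% = DMSO wells with substrate and 100% = DMSO wells lacking glucose-6-phosphate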
* = called active by the depositor; / = not tested or not shown. Hits appear at their usual frequency; any-hit rate near 4.1%.

Second line of a record – SENP7 block	SENP6 inh	SENP1 FRET inh	SENP8 block-1	NLRP3 yeast inh	Apaf-1 inh	SENP8 block-2	HKDC1 inhibitor	PfGluPho inh
O=C1CS/C(=N\N=C\c2ccccc2Cl)N1CC1CC1
  -11	-22	1	21	24	19	-17	-1	1
CC(C)CC(=O)NC(=S)NCc1ccccc1
  -6	1	0	11	20	-11	-3	-10	-1
COCCN(C(=O)COC(=O)/C=C/c1cccc(C(F)(F)F)c1)c1c(N)n(CC(C)C)c(=O)[nH]c1=O
  5	1	1	8	8	-2	8	-5	4
CCCCC1=CC2=CC(=O)C(C)(OC(=O)CC)C(=O)C2=CN1CCc1ccccn1 (stereo not drawn)
  -2	-14	-80	-310	11	10	4	11	24
CC1(C2CC2)NC(=O)N(CC(=O)N2CCN(S(=O)(=O)c3ccc(F)c(F)c3)CC2)C1=O (stereo not drawn)
  -4	-25	2	16	8	9	-9	-2	-14
COCCN(Cc1nc(C2(c3ccc(C)cc3)CCCC2)no1)C(C)C
  5	2	1	26	4	6	1	-3	10
C=CCn1c(=S)sc2c(=O)[nH]cnc21
  -1	-4	2	15	5	-6	2	-2	-6
CC1CC(C)CN(S(=O)(=O)c2ccc(NC(=O)C3CC(=O)N(Cc4ccccc4)C3)cc2)C1 (stereo not drawn)
  -12	2	-3	5	9	23	-13	8	-3
COc1ccccc1C1C2CCCCC2(O)CCN1CC(=O)Nc1ccccc1 (stereo not drawn)
  13	-1	-3	13	-29	9	1	-7	6
Cn1c(=O)c2c(nc(N3CCCCC3)n2CCSc2nc3ccccc3s2)n(C)c1=O
  -8	-13	-1	-6	24	29	-11	-6	3
O=C(O)Cn1cc(C(=O)c2ccco2)c2ccccc21
  -2	4	0	-32	6	-2	-1	0	11
COc1ccc(-c2oc3ccccc3c2C#CC(C)(C)O)cc1
  -2	-12	0	-499	17	16	1	0	18
O=C(COC(=O)C1CCN(/C=C/C(=O)C(F)(F)F)CC1)Nc1cccc(F)c1
  -1	7	-3	17	15	-6	-4	-7	-2
C/C(=N\NC(=O)c1ccccc1C)c1ccc(NC(=O)c2cccs2)cc1
  -8	-16	0	17	2	7	-9	-5	7
Nc1c(C(=O)NCc2ccc3c(c2)OCO3)nnn1Cc1cccc(F)c1
  -3	-21	6	10	-21	-9	-4	1	6

14 neighbouring compounds from above, quoted:
Second line of a record – SENP7 block	SENP6 inh	SENP1 FRET inh	SENP8 block-1	NLRP3 yeast inh	Apaf-1 inh	SENP8 block-2	HKDC1 inhibitor	PfGluPho inh
O=C1CS/C(=N\N=C\c2ccccc2Cl)N1CC1CC1
  -11	-22	1	21	24	19	-17	-1	1
CC(C)CC(=O)NC(=S)NCc1ccccc1
  -6	1	0	11	20	-11	-3	-10	-1
COCCN(C(=O)COC(=O)/C=C/c1cccc(C(F)(F)F)c1)c1c(N)n(CC(C)C)c(=O)[nH]c1=O
  5	1	1	8	8	-2	8	-5	4
CCCCC1=CC2=CC(=O)C(C)(OC(=O)CC)C(=O)C2=CN1CCc1ccccn1 (stereo not drawn)
  -2	-14	-80	-310	11	10	4	11	24
CC1(C2CC2)NC(=O)N(CC(=O)N2CCN(S(=O)(=O)c3ccc(F)c(F)c3)CC2)C1=O (stereo not drawn)
  -4	-25	2	16	8	9	-9	-2	-14
COCCN(Cc1nc(C2(c3ccc(C)cc3)CCCC2)no1)C(C)C
  5	2	1	26	4	6	1	-3	10
C=CCn1c(=S)sc2c(=O)[nH]cnc21
  -1	-4	2	15	5	-6	2	-2	-6
CC1CC(C)CN(S(=O)(=O)c2ccc(NC(=O)C3CC(=O)N(Cc4ccccc4)C3)cc2)C1 (stereo not drawn)
  -12	2	-3	5	9	23	-13	8	-3
COc1ccccc1C1C2CCCCC2(O)CCN1CC(=O)Nc1ccccc1 (stereo not drawn)
  13	-1	-3	13	-29	9	1	-7	6
Cn1c(=O)c2c(nc(N3CCCCC3)n2CCSc2nc3ccccc3s2)n(C)c1=O
  -8	-13	-1	-6	24	29	-11	-6	3
O=C(O)Cn1cc(C(=O)c2ccco2)c2ccccc21
  -2	4	0	-32	6	-2	-1	0	11
COc1ccc(-c2oc3ccccc3c2C#CC(C)(C)O)cc1
  -2	-12	0	-499	17	16	1	0	18
O=C(COC(=O)C1CCN(/C=C/C(=O)C(F)(F)F)CC1)Nc1cccc(F)c1
  -1	7	-3	17	15	-6	-4	-7	-2
C/C(=N\NC(=O)c1ccccc1C)c1ccc(NC(=O)c2cccs2)cc1
  -8	-16	0	17	2	7	-9	-5	7

The results go on.
Second line of a record – SENP7 block	SENP6 inh	SENP1 FRET inh	SENP8 block-1	NLRP3 yeast inh	Apaf-1 inh	SENP8 block-2	HKDC1 inhibitor	PfGluPho inh
Cc1ccc(C)c(S(=O)(=O)Nc2ccc3oc(C)c(C(=O)O)c3c2)c1
  -13	-24	-2	0	17	11	1	12	26
COc1ccc(N2C(=O)CSC2c2ccc3c(c2)OCO3)cc1 (stereo not drawn)
  -9	-20	2	8	-36	10	-11	1	-11
Cc1nc2ncnn2c(Nc2ccc3c(c2)OCCO3)c1C
  -5	-6	1	6	-10	-19	1	-7	-13
COc1ccccc1OCCC(=O)OCC(=O)Nc1cccc(Br)c1
  -2	-14	-5	14	15	0	1	-9	0
NS(=O)(=O)c1ccc(CCNC(=O)NC2CCCCC2)cc1
  -1	-21	1	11	-4	-14	-9	-5	-2
COc1ccc(NC(=O)CN(C)S(=O)(=O)c2cccc3nsnc23)cc1OC
  -5	2	1	19	13	3	8	-10	-5
CCOC(=O)C1CCN(C(=O)NS(=O)(=O)c2ccc(C)cc2)CC1
  -9	-26	2	19	3	-6	0	-8	9
COC(=O)c1cc(-c2ccc(C)o2)nc2ccccc12
  -6	5	-44	-432	25	-3	-5	-1	37
CSc1ccccc1C(=O)OCC(=O)N1CCCC1=O
  1	-5	1	-3	5	-8	4	-6	-3
Cc1cc(NC(=O)CCC(=O)N(c2cccc(F)c2)C(C(=O)NC2CCCC2)c2ccc(C)o2)no1 (stereo not drawn)
  -7	-6	0	3	10	8	4	-3	33
CCOC(=O)N1CCN(c2c(NCCN3CCN(c4ccccc4F)CC3)c(=O)c2=O)CC1
  -9	-35	0	12	13	1	-10	-1	-8
CC(=O)c1ccc(C(=O)N2CCCC(C(=O)c3ccc(Cl)cc3)C2)s1 (stereo not drawn)
  -1	-10	1	5	10	11	-5	-4	16
COc1ccccc1NC(=O)Nc1ccnn1C1CCN(C(=O)c2cccnc2)CC1
  7	2	1	15	-7	0	6	-2	-5
Cc1ccc2cn[nH]c2c1NC(=S)NC(=O)c1ccccc1
  -3	-11	0	19	14	1	4	-2	8
COC(=O)CCC(=O)c1oc2ccc(OC)cc2c1N
  10	12	-5	-432	16	6	-2	-1	7

(next part)
Second line of a record – SENP7 block	SENP6 inh	SENP1 FRET inh	SENP8 block-1	NLRP3 yeast inh	Apaf-1 inh	SENP8 block-2	HKDC1 inhibitor	PfGluPho inh
COc1ccc(-c2noc(C3CCCN(C(=O)c4ccccc4OC)C3)n2)cc1 (stereo not drawn)
  -8	7	1	-2	12	10	6	-7	-4
Cc1ccc(C)n1CCN1CCN(CC(=O)Nc2ccc(S(N)(=O)=O)cc2)CC1
  -1	0	-3	4	22	5	-6	-4	3
COC(=O)NCC(c1ccco1)N1CCN(c2ccccc2)CC1 (stereo not drawn)
  5	24	2	20	14	-6	0	-9	6
Cc1ccc(NC(=O)CSc2n[nH]c(-c3ccco3)n2)cc1
  -4	13	2	1	3	6	-2	-3	9
CCOC(=O)C1(CCOc2ccccc2)CCN(Cc2ccc(OC)cc2)CC1
  /	/	2	17	/	/	/	1	-3
CCOc1ccc(NC(=O)CN(C)C(=O)c2cccnc2Sc2ccc(Cl)cc2)cc1OCC
  4	-14	1	7	9	13	-2	1	-1
CC1(c2ccccc2Br)NC(=O)N(CC(=O)Nc2ccc(S(N)(=O)=O)cc2)C1=O (stereo not drawn)
  -3	-18	-1	4	3	-3	-2	-2	-1
Cc1cc(C)n2nc(C(=O)Nc3cccc(S(=O)(=O)N(C)c4ccccc4)c3)nc2n1
  5	-14	-2	8	1	0	3	3	12
COC(=O)[C@H](Cc1ccccc1)NC(=O)NC(C)CCc1ccccc1 (stereo partly drawn)
  -4	-1	2	0	6	1	-3	3	0
COC(C[C@@H](O)CC(=O)COCc1ccccc1)OC
  0	6	0	10	2	9	-1	-6	0
O=C(Nc1cccc(NC(=O)c2ccc(-c3ccc(Br)cc3)o2)c1)c1ccco1
  2	-5	-3	-53	4	5	0	4	9
O=c1c2[nH]c3ccc(Br)cc3c2ncn1Cc1ccncc1
  8	-1	/	/	14	-16	-4	-7	-3
Cc1ccc2cc(CN(CCCN3CCOCC3)C(=O)NC3CCCCC3)c(=O)[nH]c2c1C
  -9	-3	0	-29	13	8	-7	8	-2
O=S(=O)(Nc1ccccc1C(F)(F)F)c1ccc(-c2ccccn2)s1
  /	/	4	14	/	/	/	0	-24
O=C(Nc1ccccc1)c1ccc(CN2CCC(Cc3ccccc3)CC2)cc1
  7	-10	0	23	21	14	8	-3	-7
Cc1ccc(N/C=C/C(=O)c2ccco2)c(O)c1
  56*	14	-36	-72	8	-9	47	6	28
Cc1ccc(NC(=O)CC2S/C(=N/c3nccs3)N(C)C2=O)cc1C (stereo not drawn)
  -5	-10	-1	12	-18	8	-4	-4	-8
COc1cccc(CNC[C@H]2O[C@@H](n3cnc(C(N)=O)n3)[C@H](O)[C@@H]2O)c1OCc1ccc(F)cc1Cl
  /	/	-1	7	/	/	/	-5	1
